# TcdB inh = inhibitors of Clostridioides difficile toxin B glycohydrolase. P18177. TcdB glycohydrolase enzymatic assay, plate reader. inhibition, % at 9.99 µM. 350,000 compounds, 0.24% hits; in the data active means inhibition above about 10%
# Y pestis TopoI = inhibitors of Yersinia pestis topoisomerase I; AID 504884; 360,000 compounds, 0.064% hits; activity, % at 10 µM; Y. pestis Topo-I cleavage product accumulation, plate reader; in the data active means activity above about 50%, passing the limit was not always enough; further: inactives centre near 2
# VHR inh abs = blocks human VHR1 dual specificity phosphatase | inhibition, % at 13.3 µM | recombinant VHR phosphatase, pNPP absorbance | 290,000 compounds, 0.52% hits | P51452 | AID 1654; in the data active means inhibition above about 50%; further: some compounds called inactive have numbers as strong as hits
# Target sequence (P51452 whole entry, looked up): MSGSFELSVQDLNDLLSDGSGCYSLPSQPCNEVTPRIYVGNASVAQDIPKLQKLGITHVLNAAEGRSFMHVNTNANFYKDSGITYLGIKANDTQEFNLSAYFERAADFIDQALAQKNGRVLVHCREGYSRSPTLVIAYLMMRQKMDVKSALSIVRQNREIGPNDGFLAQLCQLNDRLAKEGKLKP
# SARS 3CLpro inh = SARS-CoV 3CLpro protease inhibition | recombinant SARS-CoV 3CLpro, quenched FRET peptide cleavage | 290,000 compounds, 0.14% hits | inhibition, % at 6 µM | P0C6X7; in the data active means inhibition above about 12%
# PrPC surface inh = inhibitors of human cell surface prion protein PrPC | AID 720596 | 370,000 compounds, 0.43% hits | TR-FRET read-out | inhibition, % at 13.8 µM | P04156; in the data active means inhibition above about 24%; further: 0% = median of the test wells and 100% = reference compound wells
# BH1578 lux ind = quorum light induction in luxS cqsA deficient V. cholerae | activation, % at 18.7 µM | 350,000 compounds, 0.16% hits | V. cholerae BH1578 lux reporter, luminescence, 6 h; in the data active means activation mostly above about 9.7%, no sharp cut-off; further: not every result past the cut was called active; inactives centre near 0; reference of the scale not given here
# CCHF vOTU inh = CCHFV vOTU protease inhibition | Pep-AMC fluorescence | inhibition, % at 11.5 µM | 370,000 compounds, 0.55% hits | AID 651958; in the data active means inhibition above about 30%; further: 0% = vehicle wells with enzyme and 100% = no enzyme wells
# PriA SSB inh = K. pneumoniae PriA-SSBct interaction inhibition. AlphaScreen SSBct-PriA binding, biotinylated peptide. inhibition, % at 33 µM. 430,000 compounds, 0.6% hits; in the data active means inhibition mostly above about 37%, no sharp cut-off; inactive means mostly below about 20%;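 further: plate controls were negative control peptide for no effect and reference peptide for full effect; strong numbers were not always called active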
# MazEF act = increases E. coli MazEF RNase cleavage of RNA. P0AE70. FAM/BHQ RNA-DNA oligo cleavage fluorescence, 5 h. activation, % at 20 µM. 350,000 compounds, 0.32% hits; in the data active means activation above about 50%
# Target sequence (P0AE70 whole entry, looked up): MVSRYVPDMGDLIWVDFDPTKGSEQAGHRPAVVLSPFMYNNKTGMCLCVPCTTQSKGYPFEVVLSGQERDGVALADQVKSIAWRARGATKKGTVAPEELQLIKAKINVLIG
# Rv3671c protease = Rv3671c (M. tuberculosis) protease inhibition. 320,000 compounds, 0.048% hits. inhibition, % at 5.96 µM. AID 2606; in the data active means inhibition above about 38%;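 further: extracellular domain of Rv3671c used as enzyme; 0% = enzyme with DMSO and 100% = no enzyme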
# Target sequence (P9WHR9 whole entry, looked up, the tested form may be a part): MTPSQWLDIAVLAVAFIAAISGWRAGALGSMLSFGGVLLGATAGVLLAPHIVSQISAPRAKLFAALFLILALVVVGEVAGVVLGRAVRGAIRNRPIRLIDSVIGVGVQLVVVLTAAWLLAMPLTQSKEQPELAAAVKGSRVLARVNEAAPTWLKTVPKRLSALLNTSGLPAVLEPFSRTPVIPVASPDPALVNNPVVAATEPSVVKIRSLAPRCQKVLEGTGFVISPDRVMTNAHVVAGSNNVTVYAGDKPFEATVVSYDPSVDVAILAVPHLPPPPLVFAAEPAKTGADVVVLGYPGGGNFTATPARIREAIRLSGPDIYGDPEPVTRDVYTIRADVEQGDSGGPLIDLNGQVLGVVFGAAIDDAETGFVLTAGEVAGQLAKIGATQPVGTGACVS
# An asterisk follows results filed as active; i = inactive; nt = not tested or not shown; & = joins results of further samples. This is a subset, so the mix of outcomes need not match the whole.
compound	TcdB inh	CCHF vOTU inh	Rv3671c protease	BH1578 lux ind	MazEF act	Y pestis TopoI	SARS 3CLpro inh	PriA SSB inh	PrPC surface inh	VHR inh abs
O=C(NCc1ccco1)c1ccc2ccccc2n1	-3.1	1	0	i	3	5	-3	-5	7	2
Cc1ccc(-c2nc(C)c(C(=O)O)s2)cc1	0.4	12	12	0.2	14	7	-2	-8	2	5
O=C(c1cccnc1)N1CCN(CCCc2ccccc2)CC1	nt	-12	-2	i	2	2	-1	-1	-4	22
O=C(c1cc2ccccc2o1)N1CCN(c2cccc(Cl)c2)CC1	0.9	-9	4	5.0	11	2	0	2	4	14
Cc1ccc(C)c(N(C(=O)CNC(=O)c2ccco2)C(C(=O)NC2CCCCC2)c2cccnc2)c1 (configuration not stated)	0.8	-1	5	-0.2	7	3	3	-5	-3	6
COc1cccc(NC(=O)C(C#N)Cc2ccncc2)c1 (configuration not stated)	nt	-11	-7	12	1	-1	2	-8	-3	-14
CCNC(=O)c1sc(=S)n(-c2ccc(C)cc2)c1N	nt	-6	1	-0.5	-4	0	1	5	-30	23
CCOc1ccc(NC(=O)N2CCC(NC(=O)c3ccco3)CC2)cc1	nt	4	9	-6.7	3	6	-5	-10	-1	2
CC(=O)Nc1ccc(C(=O)N/C(=C/c2ccccc2)C(=O)Nc2cccc(C(=O)O)c2)cc1	0.3	-5	-8	-0.6	6	6	1	1	6	36
C[C@H](NC(=O)c1ccccc1Cl)C(=O)NCc1cccs1	-1.1	-5	5	-0.4	8	-14	-2	-12	2	10
Cc1ccc(C(=O)CSc2ccc(-c3ccncc3)nn2)cc1	0.2	-7	19	-0.2	3	-8	6	2&-3	-3	2
O=C(NCc1ccco1)C(=O)c1cn(CC(=O)N2CCCCCC2)c2ccccc12	0.9	-2	12	-0.1	-1	-1	7	3	-7	6
Cc1cccc(NC(=S)Nc2c(C)n(C)n(-c3ccccc3)c2=O)c1C	0.6	3	8	-0.4	-10	-4	2	8	5	-1
CC1CCCCN1CCCNC(=O)c1nn(C)c2c1CS(=O)(=O)c1ccccc1-2 (configuration not stated)	0.2	1	-6	2.1	4	-3	6	-6	-4	59*
CC(C)c1ccccc1NC(=S)NC(C)c1ccccc1 (configuration not stated)	2.2	-4	-4	i	11	-5	4	6	5	-4
O=C(Nc1nc(-c2ccccn2)cs1)c1cccc(S(=O)(=O)N2CCOCC2)c1	1.4	14	-9	-4.8	5	0	nt	81*	25*	nt
NC(=O)C1(C(N)=O)OC1c1ccc(Cl)cc1Cl (configuration not stated)	0.6	-8	1	-0.4	0	-3	2	-4	7	-4
C=CCN1C(=O)C(C)(C)N(C(=O)c2cccc([N+](=O)[O-])c2)c2ccccc21	1.3	25	-2	-0.3	5	-8	3	0	2	-23
Cc1ccc(C)c(S(=O)(=O)Nc2ccc(-n3cnnn3)cc2)c1	nt	nt	-3	37*	5	-2	nt	-7	nt	nt
COc1ccc(C(=O)N/C(=C/c2ccco2)C(=O)NC2CCS(=O)(=O)C2)cc1 (configuration not stated)	0.6	15	4	1.6	-1	1	1	-13	-5	0
N#Cc1ccc(-c2nc3cc(C#N)c(C#N)cc3nc2-c2ccccc2)cc1C#N	nt	-2	nt	nt	nt	nt	0	nt	5	12
CCC(C)(C)NC(=O)C(c1cccs1)N(CC1CCCO1)C(=O)Cn1nnc2ccccc21 (configuration not stated)	nt	-4	-1	-0.8	22	10	0	-5	0	7
CCCCn1nnnc1NCc1ccc(C)s1	nt	-5	6	-0.1	-4	-6	-5	0	3	-5
CC(C)(Oc1ccc(Cl)cc1)C(=O)OCC(=O)N1CCN(c2ccccc2)CC1	-0.7	7	4	-0.3	-1	8	nt	-16	8	nt
Cc1ccc2cc(CCNC(=O)c3cc4ccccc4o3)c(=O)[nH]c2c1C	0.3	0	-1	-0.1	1	33	-6	-3	2	12
CCOC(=O)C1CCCN(C(=O)c2ccccc2SCCOC)C1 (configuration not stated)	-0.2	-14	-1	-0.4	-5	-9	4	-20	-7	14
CN1Cc2cc(C(=O)c3ccccc3O)cnc2NC1=O	nt	3	-3	i	2	5	-1	-3	1	15
COc1ccccc1Nc1nc(-c2ccccc2O)nc2ccccc12	-0.2	2	-1	-0.3	-2	1	-2	-29	-5	22
O=S(=O)(Nc1ccc2nc(N3CCOCC3)sc2c1)c1ccc(Cl)cc1	0.5	3	1	i	1	0	nt	7	4	nt
COc1ccc(C=O)cc1COc1ccc(C)cc1[N+](=O)[O-]	-0.2	17	-6	-0.2	5	8	8	-7	-2	10
CCOc1ccc(-c2nc[nH]c2[N+](=O)[O-])cc1	-0.1	-5	0	i	-4	6	3	-3	-11	43
CCCc1nnc(SCC(=O)N2CCCCC2)n1CCCOC	nt	-20	-13	-2.9	1	3	2	2	-1	4
COc1cccc(CNCC(O)(c2ccc(Cl)cc2)c2ccc(Cl)cc2)c1	nt	6	-1	i	-7	-4	1	-8	11	21
Cc1ccc(NC(=O)COC(=O)c2ccc(Br)o2)cc1S(=O)(=O)N1CCCCC1	3.0	7	-25	i	-7	18	nt	1	7	nt
CCN1C(=O)[C@H]2[C@@H](c3ccc(Cl)cc3)N3C(=O)CN(CCOC)C(=O)[C@@]3(Cc3ccccc3)[C@H]2C1=O	0.6	9	3	-0.3	5	-9	-8	-10	4	-10
COC(=O)CCNC(=O)Cc1c(C)n(C(=O)c2ccc(Cl)cc2)c2ccc(OC)cc12	-0.2	-9	-13	-2.3	0	3	-1	8	-4	-3
CC(Oc1ccc(Br)cc1)C(=O)Nc1ccc(N2CCOCC2)cc1N1CCOCC1 (configuration not stated)	-0.6	0	-4	i	1	2	nt	13	6	nt
N#CCOc1nc(N2CCCC2)nc(N2CCCC2)n1	nt	-13	8	i	0	7	4	-7	4	17
Cc1ccccc1C(=O)N1CCN(c2ccc(NC(=S)NC(=O)c3ccco3)cc2)CC1	1.7	3	10	i	-15	25	7	1	23	2
Cc1ccc(C)c(NC(=O)Cn2c(=O)n(-c3ccc(CC(=O)NCC4CCCO4)cc3)c(=O)c3ccccc32)c1 (configuration not stated)	-0.2	-17	3	nt	nt	nt	7	nt	-1	-3

# Entries of single compounds as entered above. Order of values: TcdB inh, CCHF vOTU inh, Rv3671c protease, BH1578 lux ind, MazEF act, Y pestis TopoI, SARS 3CLpro inh, PriA SSB inh, PrPC surface inh, VHR inh abs
# N#CCOc1nc(N2CCCC2)nc(N2CCCC2)n1 is listed as nt, -13, 8, i, 0, 7, 4, -7, 4, 17
# Cc1ccc(NC(=O)COC(=O)c2ccc(Br)o2)cc1S(=O)(=O)N1CCCCC1 is listed as 3.0, 7, -25, i, -7, 18, nt, 1, 7, nt
# CCN1C(=O)[C@H]2[C@@H](c3ccc(Cl)cc3)N3C(=O)CN(CCOC)C(=O)[C@@]3(Cc3ccccc3)[C@H]2C1=O is listed as 0.6, 9, 3, -0.3, 5, -9, -8, -10, 4, -10
# Cc1ccc(C)c(NC(=O)Cn2c(=O)n(-c3ccc(CC(=O)NCC4CCCO4)cc3)c(=O)c3ccccc32)c1 (configuration not stated) is listed as -0.2, -17, 3, nt, nt, nt, 7, nt, -1, -3
# COC(=O)CCNC(=O)Cc1c(C)n(C(=O)c2ccc(Cl)cc2)c2ccc(OC)cc12 is listed as -0.2, -9, -13, -2.3, 0, 3, -1, 8, -4, -3

# Following part
compound	TcdB inh	CCHF vOTU inh	Rv3671c protease	BH1578 lux ind	MazEF act	Y pestis TopoI	SARS 3CLpro inh	PriA SSB inh	PrPC surface inh	VHR inh abs
[N-]=[N+]=NC1CC(CO)OC1n1ccc(=O)[nH]c1=O (configuration not stated)	0.3	-13	-7	-0.4	4	7	-5	-8	4	48
Cc1ccc(-n2nc3c(N4CCC(C(=O)NCCc5ccco5)CC4)nnc(C)c3c2C)cc1	0.7	16	8	6.7	6	34	3	0	-7	-25
O=C(CSc1nnnn1C1CCCCC1)Nc1nc2c(s1)CCCC2	nt	-9	-8	i	8	19	6	-1	-4	-3
O=C(O)C(C(O)c1ccccc1)[n+]1ccccc1 (configuration not stated)	1.3	-5	2	i	-2	-2	nt	-3	-6	nt
CCOC(=O)CSc1cn2c(n1)CCC2	nt	3	-2	i	-3	5	0	-25	2	4
CCCC[N+]12CCC(CC1)C(Cc1ccccc1)C2 (configuration not stated)	-0.2	-6	2	i	-1	-6	-1	6	-3	13
O=C(Nc1ccc2ccccc2c1)N1CCCN(CCOc2ccccc2)CC1	-0.5	2	-2	-0.5	1	12	-4	-6	-5	22
Cc1ccn2cc(C(=O)N3CCN(c4cnn(-c5ccccc5)c(=O)c4Cl)CC3)nc2c1	0.5	12	6	-0.3	-1	8	nt	-12	-20	nt
Cc1nnnn1/C(=C\c1ccccc1)C(=O)OCC(=O)N1CC2(C)CC1CC(C)(C)C2 (configuration not stated)	-0.5	4	8	-0.4	4	20	-1	4	-5	5
CCOC(=O)CN1C(=O)NC2(CCCc3ccccc32)C1=O (configuration not stated)	1.2	9	10	i	6	2	1	6	-5	7
COCCNC(=O)Cn1nc(C(F)(F)F)c(Br)c1C	nt	9	-5	-5.0	11	0	2	-12	0	16
COc1cc(NC(=O)Cc2c(C(=O)O)[nH]c3ccccc23)cc(OC)c1OC	0.5	13	5	-1.8	-5	4	4	-6	0	25
O=C(CSc1ccccc1)N1CCN(c2ccccc2)CC1	nt	11	-4	i	-1	5	-1	-20&-6	2	-13
Cc1ccc(C)c(S(=O)(=O)NCC(=O)NCc2ccco2)c1	nt	-1	4	-2.7	0	-3	1	0&3	4	-2
CC(=O)N1CSCC1C(=O)NNS(=O)(=O)c1cccc(C(F)(F)F)c1 (configuration not stated)	-0.1	3	4	i	1	2	4	-2	7	-1
COc1ccccc1N1CCN(CCC(=O)Nc2cccc(Cl)c2)CC1	0.1	20	4	-2.2	-6	20	2	-1	-1	14
OC[C@@H]1CN(Cc2ccc(Cl)cc2)C[C@H](n2cnc3c(NC4CCCC4)ncnc32)O1	-0.2	-1	nt	i	nt	28	nt	nt	28*	nt
CCC(C)(C)NC(=O)C(c1ccc(C)cc1)N(CC1CCCO1)C(=O)CCC(=O)Nc1ccccn1 (configuration not stated)	0.1	3	0	-0.1	4	9	1	-6	-8	-4
COC(=O)C1=C(C(=O)OC)[C@@H]2N(Cc3ccccc3)c3ccccc3[C@@]23C[C@@H](C(=O)OC)N(C(=O)COCc2ccccc2)C3=N1	nt	nt	-14	i	-2	21	nt	9	nt	0
COc1ccc(S(=O)(=O)NCc2ccncc2)cc1OC	nt	-4	-1	0.6	5	-8	1	-5	7	-4
Cc1nc(-c2ccc(NC(=O)c3ccccc3C)cc2)cs1	0.1	-14	-5	i	1	-8	0	8	4	31
CCOC(=O)C1C(=O)OC2(CCOC(C)(C)C2)C1C(=O)OCC (configuration not stated)	nt	5	-2	3.6	8	6	10	-11	0	29
COc1ccc(-n2nc3c(c2NC(=O)C24CC5CC(CC(C5)C2)C4)CS(=O)C3)cc1 (configuration not stated)	2.5	-6	-11	0.2	10	6	-5	-4	2	9
COc1ccc(CNCC(O)(c2ccc(Cl)cc2)c2ccc(Cl)cc2)cc1	nt	14	0	-0.2	-1	10	3	-16	9	14
COc1ccccc1CN1C(=NC(=O)CCC2CCCC2)SC2CS(=O)(=O)CC21 (configuration not stated)	0.4	-9	-9	-6.7	8	17	0	5	2	8
COC(=O)c1cccc(NC(=O)CN2CCc3ccccc3C2)c1	-0.6	-7	-1	3.8	7	5	1	-7	10	5
Cc1ccc(N2CC(C(=O)N3CCC4(CC3)CC(=O)c3ccccc3O4)CC2=O)cc1C (configuration not stated)	1.9	-8	-6	i	2	30	nt	3&0	-3	nt
CC(C)OC(=O)c1c(N)n(CCCN2CCOCC2)c2nc3ccccc3nc12	nt	-204	-2	-0.3	0	-10	-8	-19	-10	8
Cc1ccc(NC(=O)CN(C)S(=O)(=O)c2cccc3cccnc23)cc1	0.1	1	2	-0.4	12	9	-8	5	9	9

# Source: PubChem BioAssay (several laboratories)
